Bioassay records: PubChem, several laboratories
Tb hexokinase – T. brucei hexokinase 1 inhibition | actives 0.11% (n = 220,000) | AID 1430 | inhibition, % at 10 µM | recombinant TbHK1, G6PDH-coupled NADH A340;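 active = inhibition of 50% or more in the single-dose primary screen; inactive = inhibition below 50%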
EBV gp42 block – blocks Epstein-Barr virus glycoprotein 42 binding; Fluorescence polarization binding assay, mP read-out; inhibition, % (tested at 21.74 µM); actives 0.42% (n = 220,000); in the data active = inhibition above about 50%
Runt-SMMHC FRET – Runt domain-CBFb-SMMHC interaction inhibition; Q01196+Q13951; Cerulean-Runt/Venus-CBFb-SMMHC FRET ratio 530/480, 1 h; actives 0.74% (n = 220,000); inhibition, % at 20 µM;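 active = mean inhibition across duplicate retests at 20 µM reaching about 50%, limit read from the data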;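 also: 0% = DMSO wells and 100% = wells with excess untagged CBFb-SMMHC; inhibitors lower the FRET ratio by blocking Runt binding to CBFb-SMMHC; some results filed as inactive read as strong as hits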
p47phox inh – inhibitors of human p47phox binding. p47phox/p22phox peptide binding, fluorescence polarization, 2 h. inhibition, % at 24.7 µM. actives 0.53% (n = 220,000);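 active = inhibition above about 30%, limit read from the data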;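 also: 0% = p47phox with labelled peptide and 100% = labelled peptide alone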
Mdm2 ligase inh – inhibitors of human Mdm2 E3 ubiquitin ligase; AID 1230; signal enhancement, % at 5 µM; Q00987; actives 0.11% (n = 210,000); cell-based MDM2 ubiquitination luciferase reporter, 2 h; 0 = plate control, 100 = twice control, blank-subtracted;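 active = signal enhancement of 30% or more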;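 also: luminescence tracks abundance of the self-degrading MDM2-luciferase fusion protein; higher signal means inhibition of MDM2 E3 ligase activity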
Target sequence (Q00987 whole entry, looked up, the tested form may be a part): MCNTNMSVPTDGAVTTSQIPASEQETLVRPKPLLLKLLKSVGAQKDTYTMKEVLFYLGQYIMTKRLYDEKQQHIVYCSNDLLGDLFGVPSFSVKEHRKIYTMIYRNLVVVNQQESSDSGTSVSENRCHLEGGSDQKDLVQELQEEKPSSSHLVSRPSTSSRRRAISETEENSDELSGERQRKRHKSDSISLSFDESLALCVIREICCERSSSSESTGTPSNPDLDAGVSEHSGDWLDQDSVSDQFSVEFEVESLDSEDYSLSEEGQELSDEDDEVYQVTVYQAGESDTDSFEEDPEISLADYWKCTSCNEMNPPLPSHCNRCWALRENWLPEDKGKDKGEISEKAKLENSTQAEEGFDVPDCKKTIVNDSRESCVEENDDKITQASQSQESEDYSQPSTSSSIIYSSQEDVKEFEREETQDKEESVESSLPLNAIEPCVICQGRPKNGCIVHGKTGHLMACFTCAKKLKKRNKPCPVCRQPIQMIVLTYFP
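Material: Stable MDM2–luciferase fusion reporter cells | Amount: 2000 cells seeded into each well | Dosing: One concentration, 5 µM, with 0.2% DMSO | Incubation: 4 h cell settling then 2 h compound exposure, 37 °C | Measured by: Luciferase luminescence | Read-out basis: % enhancement relative to plate controls after blank subtraction | Benchmarks: Control and blank well means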
14-3-3 Bad inh – disrupts binding of bovine 14-3-3 zeta to phospho-Bad peptide; actives 0.71% (n = 220,000); P63103; inhibition, % at 21.7 µM; TR-FRET 14-3-3zeta/Dy647-pBad peptide displacement, 1 h;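 active = inhibition above about 70%, limit read from the data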;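 also: 0% = full 14-3-3 plus peptide FRET controls and 100% = background without 14-3-3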
Hck Nef HTS – human Hck-Nef kinase inhibition. inhibition, % at 20 µM. AID 463187. Recombinant Hck-YEEI plus Nef, Z-Lyte FRET kinase assay. P08631. actives 0.68% (n = 220,000);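 active = Hck-Nef kinase inhibition above about 50%, limit read from the data; inactive = inhibition below that limit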;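 also: 0% = DMSO with Hck plus Nef and 100% = Hck alone without Nef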
Target sequence (P08631 whole entry, looked up): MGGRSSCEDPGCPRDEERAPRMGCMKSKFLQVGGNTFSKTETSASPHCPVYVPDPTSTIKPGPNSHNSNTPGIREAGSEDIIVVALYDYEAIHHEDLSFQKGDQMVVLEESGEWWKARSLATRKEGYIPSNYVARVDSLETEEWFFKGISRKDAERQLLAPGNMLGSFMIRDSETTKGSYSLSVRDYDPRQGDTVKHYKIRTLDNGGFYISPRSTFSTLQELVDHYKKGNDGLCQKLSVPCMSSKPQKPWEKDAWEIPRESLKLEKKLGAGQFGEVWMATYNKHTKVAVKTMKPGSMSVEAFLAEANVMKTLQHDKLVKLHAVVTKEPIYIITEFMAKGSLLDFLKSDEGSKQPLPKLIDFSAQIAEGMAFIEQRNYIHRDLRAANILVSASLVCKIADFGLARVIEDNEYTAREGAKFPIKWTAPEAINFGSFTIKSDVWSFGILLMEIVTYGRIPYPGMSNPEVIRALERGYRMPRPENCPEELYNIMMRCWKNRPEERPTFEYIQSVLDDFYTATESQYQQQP
Runt-CBFb FRET – inhibitors of human RUNX1 Runt domain binding to CBFb; Q01196+Q13951; Cerulean-Runt/Venus-CBFb FRET ratio 530/480, 1 h; inhibition, % at 20 µM; actives 0.46% (n = 220,000); AID 1496;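 active = inhibition over about 50% at 20 µM in the single-dose screen, limit read from the data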;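 also: 0% = DMSO wells and 100% = excess unlabeled CBFb competitor control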
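Assay system: Cerulean-tagged RUNX1 Runt domain (FRET donor) fusion protein / Amount: 100 nM each of Venus-CBFb and Cerulean-Runt domain / Medium: Tris buffer pH 7.5 with salts and BSA / Also added: Venus-CBFb 100 nM / Schedule: 1 h complex formation plus 1 h compound treatment, room temperature / Signal: FRET fluorescence / Read-out: loss of energy transfer signal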
zVAD death inh – L929 zVAD cell death inhibition; AID 1377; L929 zVAD necroptosis rescue, ATP luminescence, 24 h; with zVAD 60 µM; viability rescue, % at 10 µM; actives 0.38% (n = 220,000);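 active = activation, scaled between plate controls, above about 75%, limit read from the data; inactive = activation under that limit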;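 also: 0% = zVAD with DMSO and 100% = DMSO alone without zVAD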
An asterisk follows results filed as active; . = no result given; [ ] = another dose, or the depositor's remark. Random draw from the library; overall some 3.2% were active at least once.

Sample of the layout:
SMILES | Tb hexokinase | EBV gp42 block | Runt-SMMHC FRET | p47phox inh | Mdm2 ligase inh | 14-3-3 Bad inh | Hck Nef HTS | Runt-CBFb FRET | zVAD death inh
Cc1ccccc1C(=O)c1cccn1CC(=O)NCc1ccco1 | 2 | 9 | 1 | -1 | 1 | 13 | 3 | 2 | 0.2
CCOc1cc(N2CCOCC2)c(OCC)cc1NC(=O)CN1C(=O)C2C3C=CC(C3)C2C1=O (stereo not given) | -6 | -3 | 2 | -2 | -16 | -17 | 17 | 1 | 4.8
CN1CCN(C(=O)c2ccc(CN(c3ccccc3)S(=O)(=O)c3ccccc3)cc2)CC1 | 1 | -21 | -1 | -3 | . | -11 | 2 | -4 | -0.5

The whole of this part, previewed entries included:
SMILES | Tb hexokinase | EBV gp42 block | Runt-SMMHC FRET | p47phox inh | Mdm2 ligase inh | 14-3-3 Bad inh | Hck Nef HTS | Runt-CBFb FRET | zVAD death inh
Cc1ccccc1C(=O)c1cccn1CC(=O)NCc1ccco1 | 2 | 9 | 1 | -1 | 1 | 13 | 3 | 2 | 0.2
CCOc1cc(N2CCOCC2)c(OCC)cc1NC(=O)CN1C(=O)C2C3C=CC(C3)C2C1=O (stereo not given) | -6 | -3 | 2 | -2 | -16 | -17 | 17 | 1 | 4.8
CN1CCN(C(=O)c2ccc(CN(c3ccccc3)S(=O)(=O)c3ccccc3)cc2)CC1 | 1 | -21 | -1 | -3 | . | -11 | 2 | -4 | -0.5
S=C(N/N=C/c1ccc2ncccc2c1)Nc1ccccc1 | -26 | -9 | -1 | -26 | -8 | -13 | 4 | 3 | -0.6
Cc1cc(C)c(S(=O)(=O)N(C)CC(=O)NCc2ccncc2)c(C)c1 | -6 | -22 | -1 | -5 | -1 | -1 | 17 | -1 | -1.5
S=C1NCN(C2CCCCC2)CN1CCc1ccccc1 | 5 | 7 | 1 | 13 | -2 | 0 | 19 | -1 | 0.6
CC1CC1C(=O)Nc1nc(-c2ccccn2)cs1 (stereo not given) | -1 | -21 | 18 | 3 | -14 | 11 | -26 | 41 | 0.0
O=C1C2CC(O)CN2C(=O)N1c1ccccc1 (stereo not given) | -1 | 6 | 0 | -3 | -18 | -13 | -23 | 2 | -0.6
O=C(O)/C=C\C(=O)NCc1ccccc1 | -3 | -14 | 4 | -13 | -10 | -6[fluorescence artefact?] | 2 | 0 | 0.3
COc1ccc(CCNC(=O)C2CCCN(c3ncccn3)C2)cc1 (stereo not given) | -6 | 3 | 0 | 9 | -33 | -1 | 0 | 0 | 0.9
COc1ccc2nc(COC(=O)c3cccc([N+](=O)[O-])c3)c(C(C)=O)[n+]([O-])c2c1 | 7 | -13 | -7 | -4 | -22 | 5 | 8 | -2 | -0.4
COc1cc(C2C(C#N)=C(N)Oc3cc(O)ccc32)cc2c1OCO2 (stereo not given) | -1 | -7 | 41 | -11 | -15 | -18 | -5 | 11 | 1.4
O=C(/C=C/c1ccc(OCCCF)cc1)Nc1ccnc(-c2cccnc2)n1 | -21 | -29 | -5 | -90 | 0 | 5 | 27 | -7 | 4.1
Nc1nc(Cl)c(C=O)c(N2CCCCC2)n1 | -4 | -18 | 3 | -4 | -4 | -9 | 13 | 0 | -1.6
N/C(=N\OC(=O)c1ccccc1Cl)c1ccncc1 | 1 | -16 | 1 | -2 | . | -1 | 8 | 0 | 0.6
Cc1ccc(NC(=S)N2CCCC(c3ccccc3)=N2)cc1 | -11 | -15 | -3 | -12 | -14 | -1 | -10 | 1 | 0.2
CC(C)CCn1nnnc1CN1CCN(c2ccccc2)CC1 | 4 | -1 | -1 | -1 | -12 | -7 | 21 | -2 | 2.9
O=C(NC1CCCC1)c1ccc(CSCc2ccccc2F)o1 | 0 | -11 | 0 | -23 | 1 | 3 | 2 | 2 | 0.0
Cc1ccc(NC(=O)CSc2nc3ccccc3c(=O)n2CCCC(=O)NCCCN2CCOCC2)cc1C | -10 | -12 | 1 | 0 | -11 | -15 | -4 | -3 | -1.0
CN1CCNC(=O)C1CC(=O)NCCC1=CCCCC1 (stereo not given) | 2 | -15 | -1 | 7 | -9 | -13 | -14 | 0 | 0.2
COc1ccc(NC(=O)CC23CC4CC(C2)CC(n2nnc(C)n2)(C4)C3)cc1 | 2 | 2 | -1 | -4 | -2 | -3 | 7 | -1 | 2.9
O=C1CC(SCCc2nc3ccccc3[nH]2)C(=O)N1c1ccc(F)cc1 (stereo not given) | -1 | -6 | 6 | -8 | -12 | -4[fluorescence artefact?] | -2 | 2 | -0.4
CCOCC(=O)Nc1nnc(C)s1 | 5 | -11 | 1 | 1 | 1 | 0 | 1 | -1 | -0.2
CSC(=Nc1ccc(Cl)cc1)N[n+]1ccccc1 | -1 | -36 | 11 | 5 | -1 | 15[fluorescence artefact?] | -1 | -3 | -0.6
NS(=O)(=O)c1ccc(NC(=S)NCc2ccc(Cl)cc2)cc1 | 5 | 2 | 38 | -3 | -7 | 13 | -1 | 49 | -0.2
CC1CCc2cc(F)ccc2N1C(=O)C12CCC(C)(C(=O)O1)C2(C)C (stereo not given) | 0 | 3 | -4 | -9 | -89 | 92* | -5 | -1 | 0.2
Cc1ccc(-n2ncc(Cl)c2C(=O)NC2CC2)cc1 | -8 | 0 | -2 | -2 | -7 | -5 | -6 | 1 | -1.0
COc1ccc(OC)c(-c2cc(C(=O)Nc3c(C)nn(Cc4ccccc4Cl)c3C)no2)c1 | -6 | -5 | -1 | -4 | -3 | 7 | 3 | -2 | 3.0
COc1cc(CCN2C(=O)c3cccc4cccc(c34)C2=O)c(S(=O)(=O)NCCO)cc1OC | -21 | -14 | -2 | -7 | -13 | -7 | 1 | -2 | 1.4
Cn1c(=O)c2c(SC3CCCC3)nc(C3CC3)nc2n(C)c1=O | -6 | -8 | 5 | 5 | -27 | 11 | -1 | -3 | -0.3
CCN1C(=O)/C(=C/c2cccs2)S/C1=N\S(=O)(=O)c1ccc(C)cc1 | -3 | -35 | -29 | -16 | -3 | 1 | -1 | -1 | 0.3
O=C(N/N=C/c1ccccc1C(F)(F)F)c1ccc(O)cc1 | -5 | -7 | -2 | -9 | -7 | -20 | 21 | -2 | 1.2
Cc1ccc(CC(=O)N2CCC(c3nc4c(nnn4Cc4ccccc4)c(=O)[nH]3)CC2)cc1 | -3 | -7 | -7 | 1 | -11 | 7[fluorescence artefact?] | 3 | -5 | 0.1
c1ccc2c(c1)nc(N1CCCCC1)c1ccccc12 | -5 | 0 | -1 | -7 | -17 | 13 | 4 | 1 | 1.5
CC(C)c1cc(C(N)=O)c(NC(=O)C2CCC2)s1 | -4 | -13 | -8 | -19 | -9 | 2 | 16 | 1 | 2.2
CCCCN(C)Cc1c(C)[nH]c2ccccc2c1=O | 3 | -8 | 2 | -3 | -3 | -11 | 16 | 1 | 5.3
CC1=Nc2cc(C(=O)O)ccc2Sc2ccc(Br)cc21 | 5 | 1 | -3 | -55 | . | 26[fluorescence artefact?] | 3 | -1 | .
CCOCCN1CCN(C(=O)CN2CCCC2=O)CC1 | 36 | 4 | -2 | -15 | -7 | -13 | 0 | -2 | 0.5
CCOc1ccc(C2/C(=C(\O)c3ccc(OC)c(OC)c3)C(=O)C(=O)N2c2cc(C)on2)cc1OC (stereo not given) | -21 | -17 | -2 | -9 | -9 | -12 | -7 | 0 | 0.2
O=C(NCc1ccc2c(c1)OCO2)c1ccc(S(=O)(=O)C(F)F)cc1 | 0 | -11 | -3 | -5 | 1 | -13 | 21 | -1 | 5.6
CN1CCN(CCC(=O)N/N=C/c2cc([N+](=O)[O-])ccc2O)CC1 | 3 | -12 | -10 | -9 | 0 | -2[fluorescence artefact?] | 1 | -2 | 0.8
COCCNC(=O)c1ccc2c(c1)nc(C)n2-c1cccc(F)c1 | 0 | -17 | -1 | 2 | -3 | 17[fluorescence artefact?] | -7 | 1 | 0.5
CCC(C)(C)NC(=O)C(c1ccccc1)N(Cc1cccnc1)C(=O)c1csnn1 (stereo not given) | -3 | -16 | 2 | -10 | -5 | -10 | 11 | -1 | -0.8
Cn1cc(CC(=O)NCCCN2CCCC2=O)c2ccccc21 | 0 | -19 | 1 | -14 | -1 | -2 | 0 | 3 | -0.2
CCCn1cc(S(=O)(=O)CC(=O)Nc2ccc(OC)cc2OC)c2ccccc21 | 4 | -13 | -2 | -7 | 3 | 8 | -8 | -1 | 0.0
CCC(C(=O)OCC(=O)Nc1ccc(SC(F)F)cc1)c1ccccc1 (stereo not given) | -1 | 8 | -1 | -4 | -11 | 0 | -1 | 0 | -0.1
CCOC(=O)CC1=C(C(=O)OCC)C(c2ccc(OC)c(OC)c2)C(C#N)=C(N)O1 (stereo not given) | -18 | -15 | 9 | -3 | -16 | 0 | 1 | 5 | 0.1
CCOC(=O)c1c(C)oc2ccc(OCC(=O)C(C)(C)C)cc12 | -7 | -3 | -8 | 0 | -15 | 11 | 2 | -1 | -0.1
Cc1cc(C(=O)OCC(=O)NCc2ccccc2)c(C)o1 | -6 | 0 | -2 | 3 | 10 | -8 | 4 | -2 | -0.1
COc1cccc(N2CCN(Cc3ccsc3)CC2)c1 | -13 | 7 | 0 | -13 | -21 | 70 | 1 | 3 | -0.1
COc1ccc(NC(=O)Nc2ccc(C)cc2OC(F)F)cc1OC | -2 | 6 | 4 | -14 | 5 | 1[fluorescence artefact?] | 0 | -1 | 0.4
COc1ccc(-c2cc(CNC(=O)CN(C)Cc3ccccc3)on2)cc1 | -2 | -8 | 2 | -13 | -18 | 0 | -1 | -2 | 0.7
Nc1cc(C(=O)c2cccs2)ccc1Cl | -11 | . | 2 | . | . | . | 1 | 0 | 0.5
CC(CCc1ccccc1)NC(=O)Cc1ccccc1 (stereo not given) | 7 | 5 | 3 | -5 | -10 | 3[fluorescence artefact?] | 5 | 2 | 1.0
CCOc1ccc(CNC(=S)N/N=C/c2ccncc2)cc1 | -17 | -6 | 4 | -10 | . | -9 | 2 | -2 | 0.9
CN(Cc1ccccc1)C(=O)COc1ccccc1 | 6 | -8 | 0 | -24 | 0 | -5 | 19 | 3 | 0.6
COc1cc(OC)cc(C(=O)N[C@H](C(=O)OCC(=O)Nc2ccc(C(N)=O)cc2)C(C)C)c1 | 38 | -8 | 2 | -9 | -8 | -11[fluorescence artefact?] | 2 | -3 | 0.9
CN(NC(=O)c1ccccc1F)c1ncccc1[N+](=O)[O-] | -13 | 5 | 3 | -14 | -11 | 1 | 19 | 1 | 0.4
CCC1CCc2c(sc(NC(=O)C3c4ccccc4Oc4ccccc43)c2C(N)=O)C1 (stereo not given) | -8 | -2 | 0 | -10 | -12 | -20 | -1 | -2 | 1.3
COc1ccccc1NC(=O)Cn1cnc2sc(C)c(S(=O)(=O)N3CCCCC3)c2c1=O | -1 | 5 | 1 | 1 | -14 | 2 | -3 | -3 | .
O=C1c2cccc3cccc(c23)C(=O)N1/N=C/c1ccc(O)cc1O | 1 | -3 | -9 | -120 | -6 | 15[fluorescence artefact?] | 3 | -2 | 0.7
